sEH inh: blocks human soluble epoxide hydrolase activity. inhibition, % at 2 µM. 91,000 tested, 0.34% active. recombinant human sEH enzymatic activity assay; in the data active means inhibition above about 80%; further: values of inactives mirror those of a sister screen read the other way; many of its hits are not listed in these tables
Target sequence (P34913 whole entry, looked up): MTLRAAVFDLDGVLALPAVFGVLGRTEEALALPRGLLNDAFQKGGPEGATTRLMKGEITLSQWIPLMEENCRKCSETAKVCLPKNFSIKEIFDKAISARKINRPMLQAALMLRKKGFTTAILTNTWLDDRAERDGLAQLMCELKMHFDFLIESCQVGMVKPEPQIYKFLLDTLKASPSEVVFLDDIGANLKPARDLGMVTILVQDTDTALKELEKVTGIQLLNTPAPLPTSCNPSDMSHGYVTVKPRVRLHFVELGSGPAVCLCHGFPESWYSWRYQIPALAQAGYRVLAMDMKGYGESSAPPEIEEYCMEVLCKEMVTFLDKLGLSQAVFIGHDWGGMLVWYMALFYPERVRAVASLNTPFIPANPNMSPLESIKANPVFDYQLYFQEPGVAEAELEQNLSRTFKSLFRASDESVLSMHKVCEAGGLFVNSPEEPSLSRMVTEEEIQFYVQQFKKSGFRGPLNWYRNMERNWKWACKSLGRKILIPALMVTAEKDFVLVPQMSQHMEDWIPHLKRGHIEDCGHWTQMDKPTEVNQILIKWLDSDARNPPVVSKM
Plk1 PBD FP: blocks phosphopeptide binding to human Plk1 polo box domain. inhibition, %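 (tested at about 20 µM)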. P53350. 97,000 tested, 0.13% active. Plk1 PBD phosphopeptide binding, fluorescence polarization; in the data active means inhibition above about 34%, passing the limit was not always enough
F-actin modifier: alters cytoskeleton assembly in HUVEC cells | 91,000 tested, 0.18% active | inhibition, % at 2 µM | HUVEC TNFa F-actin phalloidin imaging, high content;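 active means inhibition above the batch mean plus 3 SD and confirmed as a hit by visual image inspection, cut at about 30% in these data, passing the limit was not always enough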; further: strong numbers were not always called active
IL1B cytotox: HUVEC cytotoxicity counter-screen, IL-1B stimulated | HUVEC cell count loss, Hoechst imaging | cell count reduction, % at 2 µM | 94,000 tested, 0.41% active | AID 845;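 active means cell count reduction more than 3 SD above the screen-wide mean, cut at about 70% in these data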;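 further: normalized per plate to untreated control cells as the no-loss baseline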
hDAT+cocaine: human DAT dopamine uptake with cocaine, either direction. 110,000 tested, 1.3% active. B-score at 10 µM. LLC-PK1 hDAT cells, [14C]-dopamine uptake with cocaine IC80; actives deviate in either direction. Q01959;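 active means Z score or B-score, a plate-position-corrected score, falls beyond the plate's 99.7% confidence bounds, in either direction; inactive means both scores lie inside the 99.7% bounds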;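 further: scored against the spread of the other compound wells on the same plate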
Ecoli WT expand: E. coli BW25113 growth inhibition, expanded screen | OD600 absorbance | growth inhibition, % at 100 µM | 98,000 tested, 0.15% active;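 active means growth inhibition above about 50% at one test dose, limit read from the data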;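 further: growth measured after 20 h incubation at 37 °C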
PLK1 inh: PLK1 (human) kinase inhibition; 97,000 tested, 0.53% active; AID 619; inhibition, % at 10 µM; recombinant PLK1 kinase, TR-FRET peptide phosphorylation;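 active means inhibition of 50% or more in the single-concentration screen; inactive means inhibition below 50%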;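 further: 0% = DMSO max control and 100% = H-89 dihydrochloride min control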
HUVEC tox TNFa: HUVEC cytotoxicity counter-screen, TNF alpha stimulated | HUVEC TNFalpha-stimulated, Hoechst cell count, imaging | cell count reduction, % at 2 µM | 93,000 tested, 0.17% active;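 active means cell count reduction exceeding the screen mean by over 5 SD, scaled to untreated wells per plate, cut at about 78% in these data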;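 further: cells counted after 24 h of TNF alpha exposure following the 1 h pretreatment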
VCAM1 TNFa inh: reduces TNF alpha induced VCAM1 expression in HUVEC; HUVEC TNFa-induced VCAM-1 immunofluorescence, high-content imaging; inhibition, % at 2 µM; 95,000 tested, 0.48% active;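 active means inhibition above the batch mean plus 3 SD, with images confirmed as a hit by eye, cut at about 37% in these data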;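 further: 0% = TNF-stimulated DMSO wells and 100% = unstimulated control wells; not every result past the cut was called active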
The depositor's hits bear a star; nt = no result given.

Start of the data: the first two entries, ahead of the listing:
#1 O=C(Nc1cccc(C(F)(F)F)c1)c1cccnc1N1CCCC1
#2 Cn1c(=O)c(C(=O)CSc2nnc(Nc3ccccc3)s2)c(N)n(Cc2ccccc2)c1=O
assay / entry,1,2
Ecoli WT expand,1,-16
IL1B cytotox,-6,8
F-actin modifier,9,2
hDAT+cocaine,-0.41,0.56
PLK1 inh,-5,-9
sEH inh,6,-5
Plk1 PBD FP,-3,-30
VCAM1 TNFa inh,6,0
HUVEC tox TNFa,-18,3

Main list (from the top)
#1 O=C(Nc1cccc(C(F)(F)F)c1)c1cccnc1N1CCCC1
#2 Cn1c(=O)c(C(=O)CSc2nnc(Nc3ccccc3)s2)c(N)n(Cc2ccccc2)c1=O
#3 COc1ccc(-c2nnc(SCCC(=O)O)n2-c2ccccc2)cc1
#4 Cc1cnc(C)c(N2CCC(C(=O)NC(C)c3cccs3)CC2)n1 (stereo unspecified)
#5 CCC1CCCCN1CCn1c(=S)[nH]c2cc(OC)c(OC)cc2c1=O (stereo unspecified)
#6 O=C(CN1CCCCC1)Nc1ccc(NC(=O)c2ccc(Cl)cc2)cc1Cl
#7 Cc1c(NS(=O)(=O)CC23CCC(CC2=O)C3(C)C)c(=O)n(-c2ccccc2)n1C (stereo unspecified)
#8 COc1ccc(NC(=O)C(NC(C)=O)C(=O)NCc2ccccc2OC)cc1 (stereo unspecified)
#9 CCc1c(C)nc(N2CCOCC2)[nH]c1=O
#10 Cn1c(NC(=O)Cc2cccs2)cc(=O)n(C)c1=O
assay / entry,1,2,3,4,5,6,7,8,9,10
Ecoli WT expand,1,-16,7,1,6,-4,2,3,2,6
IL1B cytotox,-6,8,1,-26,0,-7,-7,-23,-15,46
F-actin modifier,9,2,-4,nt,-51,-22,5,44,-52,-12
hDAT+cocaine,-0.41,0.56,-0.61,-0.69,0.73,0.56,0.78,0.0049,0.064,-0.87
PLK1 inh,-5,-9,-9,-12,-7,-4,-15,2,-2,-8
sEH inh,6,-5,6,41,14,14,-8,13,-6,4
Plk1 PBD FP,-3,-30,8,-4,-1,-30,11,17,30,-24
VCAM1 TNFa inh,6,0,-18,17,-9,0,0,2,0,10
HUVEC tox TNFa,-18,3,3,-16,19,-8,-30,-31,-2,43

#11 Cc1nc(N)c(C#N)c(-c2ccccc2)c1C
#12 Fc1cc2ncn(Cc3ccccc3)c2cc1F
#13 CCc1ccccc1NC(=O)NC1CCCCC1
#14 Clc1ccc(Nc2ncn[nH]2)cc1
#15 O=C(N1CCOCC1)N1CCN(C(=O)N2CCOCC2)CC1
#16 Cc1ccc(N/C(N)=N/c2nc3c(c(=O)[nH]2)CCCC3)c(C)c1
#17 CCN1CCN(CC(=O)Nc2ccc(Cl)c(Cl)c2)C(=O)C1=O
#18 COC(=O)c1ccc(OCC(O)CN2CCC(C)CC2)cc1 (stereo unspecified)
#19 CCOC(=O)C1(CC)NC(c2ccco2)C2C(=O)N(C)C(=O)C21 (stereo unspecified)
#20 CCc1nc2c(c(=O)[nH]1)C1(CCCC1)Cc1ccccc1-2
assay / entry,11,12,13,14,15,16,17,18,19,20
Ecoli WT expand,-5,14,-5,11,nt,-2,7,6,nt,-1
IL1B cytotox,33,-16,-14,-10,-44,0,-49,4,11,10
F-actin modifier,-2,-28,6,-18,1,7,-6,-20,-4,-4
hDAT+cocaine,-0.61,0.22,-0.093,0.17,nt,1.6,0.17,-0.13,1.6,0.67
PLK1 inh,-11,14,-9,9,-9,-3,-1,-13,-8,-2
sEH inh,-14,-7,11,-2,-8,6,-14,0,0,-10
Plk1 PBD FP,-13,10,11,-11,9,-33,-20,-2,-7,5
VCAM1 TNFa inh,-5,-2,5,20,16,0,23,4,9,0
HUVEC tox TNFa,4,-19,-3,28,nt,-14,-32,3,-13,-10

#21 CC(=O)Cc1nsc(NC(=O)C2Cc3ccccc3C(=O)O2)n1 (stereo unspecified)
#22 CSc1ccccc1NC(=O)c1noc2c1CCC2
#23 C=CCN(C(=O)Cn1c(C(=O)OC)cc2oc(C)cc21)c1ccccc1
#24 c1ccc2c(c1)ncc1cccn12
#25 COC(=O)Nc1ccc2c(c1)N(C(=O)CCN1CCN3CCCC3C1)c1ccccc1S2 (stereo unspecified)
#26 CN(CC(=O)O)S(=O)(=O)c1cc(Cl)ccc1Cl
#27 CC1CN(C(=O)COc2ncnc3ccccc23)CC(C)O1 (stereo unspecified)
#28 COc1ccnc(N2CCN(c3cccc(C(F)(F)F)c3)CC2)c1C#N
#29 N#CCCn1c2ccccc2c2nc3ccccc3nc21
#30 COc1ccc(N2CCN(c3nc(NCCO)nc(N4CCOCC4)n3)CC2)cc1
assay / entry,21,22,23,24,25,26,27,28,29,30
Ecoli WT expand,0,5,1,27,3,0,-2,-16,-11,5
IL1B cytotox,16,-32,12,-63,-6,-47,2,-14,-16,2
F-actin modifier,-6,-3,-27,-6,-6,15,-1,34,-10,-3
hDAT+cocaine,-0.54,1,-0.28,-0.21,0.19,-0.74,0.089,-0.15,-0.11,0.11
PLK1 inh,-3,-12,-17,-2,-6,-12,-9,-8,-11,-13
sEH inh,-3,-2,-14,-10,nt,-2,-31,-10,0,-2
Plk1 PBD FP,2,-12,2,-4,-13,12,-22,14,14,-9
VCAM1 TNFa inh,4,14,-4,14,10,9,6,0,-14,1
HUVEC tox TNFa,-26,7,-8,-21,-10,-3,0,-24,-20,11

#31 O=C(NCc1cccnc1)C1c2ccccc2C(=O)N1C1CCCCCC1 (stereo unspecified)
#32 CCCCn1c(SCC(=O)NC(C)(C)C)nnc1-c1ccco1
#33 Cc1oc(-c2ccccc2F)nc1CN1CCC(C(=O)NCc2cccs2)CC1
#34 CSc1c(C#N)c(N)c(C#N)c2c1COC(C)(C)C2
#35 CS(=O)(=O)NCCSCc1ccccc1
#36 CCc1nnc(NC(=O)CSc2nnc(Cc3cccn3C)n2C)s1
#37 O=S(=O)(Cc1ccccc1)N1CCC(c2nc(-c3cccs3)no2)CC1
#38 CCN1CCN(CCCNC(=O)Cn2cc3c(n2)CCCC3)CC1
#39 COc1cc(OC)nc(NC(=O)CSc2nc3ccccc3o2)n1
#40 Cc1cc(=O)[nH]c(SCCCOc2ccc3c(c2)CCC3)n1
assay / entry,31,32,33,34,35,36,37,38,39,40
Ecoli WT expand,0,6,5,-2,7,2,-13,0,-2,1
IL1B cytotox,-21,-35,-12,-22,1,7,-29,14,-6,14
F-actin modifier,17,6,-25,-2,-13,-10,0,2,-18,-6
hDAT+cocaine,nt,0.38,-0.45,0.0023,-0.25,0.0011,-0.69,-0.71,0.17,-0.0015
PLK1 inh,-9,1,-15,-14,-6,-19,5,3,-3,-4
sEH inh,5,3,43,3,-4,nt,2,3,-6,0
Plk1 PBD FP,15,-49,-9,3,-8,-5,-11,-10,4,-12
VCAM1 TNFa inh,-10,-32,4,-15,9,6,-31,22,8,5
HUVEC tox TNFa,-45,-23,-7,nt,-18,-28,-49,-42,5,-7

#41 CCOC(=O)c1ccc(-c2c(C(=O)OCC)oc3cc(O)c(CC)cc3c2=O)o1
#42 COc1cc(-c2nnc(-c3cccnc3)o2)cc(OC)c1OC
#43 Cc1cc(C)c2nc(SCC(=O)N3CC(=O)Nc4ccccc43)c(C#N)cc2c1
#44 COc1ccccc1Oc1ccc(S(=O)(=O)Nc2cccnc2)cc1
#45 Cc1onc(-c2c(F)cccc2Cl)c1C(=O)Nc1nc2ccccc2[nH]1
#46 O=C(CSCc1ccccc1)N/N=C/c1ccccc1OCc1ccccc1
#47 COc1ccc(-c2nnn(CC(=O)NCc3ccccc3)n2)cc1OC
#48 COc1ccc(CNc2nc3c(c(=O)[nH]c(=O)n3C)n2CCCc2ccccc2)cc1
#49 O=S1(=O)CC(O)C(N2CCC(c3ccccc3)CC2)C1 (stereo unspecified)
#50 CN1CCc2cc3c(c4c2C1CC41CCC(=NO)CC1)OCO3 (stereo unspecified)
assay / entry,41,42,43,44,45,46,47,48,49,50
Ecoli WT expand,5,3,nt,-4,-2,-20,nt,-14,7,-4
IL1B cytotox,2,0,54,-9,3,-52,7,-3,14,-49
F-actin modifier,-32,8,27,-8,-2,-33,-5,-1,-6,-34
hDAT+cocaine,0.067,0.35,nt,-0.98,-0.61,1.8,-0.33,-0.64,-0.12,0.48
PLK1 inh,-2,-4,-20,-3,-11,-11,-18,23,-12,-8
sEH inh,-3,-7,5,-11,1,-8,-5,-4,6,-11
Plk1 PBD FP,0,-18,3,-23,15,34,-8,4,18,24
VCAM1 TNFa inh,12,7,100*,7,-15,12,-2,-19,-4,22
HUVEC tox TNFa,-33,-38,89*,-10,-19,1,-1,-16,26,-34

Part of the list above, with tabs:
#	smiles	Ecoli WT expand	IL1B cytotox	F-actin modifier	hDAT+cocaine	PLK1 inh	sEH inh	Plk1 PBD FP	VCAM1 TNFa inh	HUVEC tox TNFa
36	CCc1nnc(NC(=O)CSc2nnc(Cc3cccn3C)n2C)s1	2	7	-10	0.0011	-19	nt	-5	6	-28
37	O=S(=O)(Cc1ccccc1)N1CCC(c2nc(-c3cccs3)no2)CC1	-13	-29	0	-0.69	5	2	-11	-31	-49
38	CCN1CCN(CCCNC(=O)Cn2cc3c(n2)CCCC3)CC1	0	14	2	-0.71	3	3	-10	22	-42
39	COc1cc(OC)nc(NC(=O)CSc2nc3ccccc3o2)n1	-2	-6	-18	0.17	-3	-6	4	8	5
40	Cc1cc(=O)[nH]c(SCCCOc2ccc3c(c2)CCC3)n1	1	14	-6	-0.0015	-4	0	-12	5	-7
41	CCOC(=O)c1ccc(-c2c(C(=O)OCC)oc3cc(O)c(CC)cc3c2=O)o1	5	2	-32	0.067	-2	-3	0	12	-33
42	COc1cc(-c2nnc(-c3cccnc3)o2)cc(OC)c1OC	3	0	8	0.35	-4	-7	-18	7	-38
43	Cc1cc(C)c2nc(SCC(=O)N3CC(=O)Nc4ccccc43)c(C#N)cc2c1	nt	54	27	nt	-20	5	3	100*	89*
44	COc1ccccc1Oc1ccc(S(=O)(=O)Nc2cccnc2)cc1	-4	-9	-8	-0.98	-3	-11	-23	7	-10
45	Cc1onc(-c2c(F)cccc2Cl)c1C(=O)Nc1nc2ccccc2[nH]1	-2	3	-2	-0.61	-11	1	15	-15	-19
46	O=C(CSCc1ccccc1)N/N=C/c1ccccc1OCc1ccccc1	-20	-52	-33	1.8	-11	-8	34	12	1
47	COc1ccc(-c2nnn(CC(=O)NCc3ccccc3)n2)cc1OC	nt	7	-5	-0.33	-18	-5	-8	-2	-1

Later entries:
#51 CCOC(=O)c1cc(OC(=O)c2ccccc2OC)n(-c2ccccc2)n1
#52 COc1ccc2nc(N3CCCCC3)c(C#N)cc2c1
#53 CN1CCN(C(=O)CN(c2cc(C(F)(F)F)ccc2Cl)S(C)(=O)=O)CC1
#54 Cc1nc(-n2nnc3ccccc32)c2c3c(sc2n1)CCCC3
#55 OC(COc1ccccc1Cl)CN1CCN(CC(O)COc2ccccc2Cl)CC1 (stereo unspecified)
#56 Cc1cc(C)n(C(=O)CNC(=O)c2ccco2)n1
#57 O=C(CCn1nnc2ccccc21)Nc1nnc(Cc2ccccc2)s1
#58 Cc1cc(C)n2nc(SCCC(=O)NCCc3ccccc3)nc2n1
#59 O=C(Cn1c(CC(=O)N2CCCC2)nc2ccccc21)NCc1ccccc1
#60 N#CCN1CCN(CCC(=O)Nc2ccc(OCc3ccccc3)cc2)CC1
assay / entry,51,52,53,54,55,56,57,58,59,60
Ecoli WT expand,1,-1,-6,4,30,7,-2,2,-2,5
IL1B cytotox,-11,21,-154,-21,12,nt,-7,-3,0,1
F-actin modifier,10,0,-7,-12,-39,nt,-5,-4,-4,-1
hDAT+cocaine,0.55,0.23,0.013,0.2,-0.04,-0.17,nt,-9.7e-05,-0.17,-0.75
PLK1 inh,-5,-9,-12,-8,-16,-4,-18,-3,-3,0
sEH inh,-2,nt,14,-23,-6,1,0,50,-1,-5
Plk1 PBD FP,-26,-3,12,2,-1,2,-37,-31,3,-12
VCAM1 TNFa inh,-18,1,-1,-11,1,nt,-2,11,18,-9
HUVEC tox TNFa,-13,-4,-8,-9,20,nt,-22,-7,-34,-3

Screens from PubChem BioAssay.
